Assay outcomes from PubChem BioAssay.
TrxR1 substrate: substrates of rat thioredoxin reductase 1. O89049. purified TrxR1 substrate turnover, NADPH consumption readout. Potency, µM (titrated, usually from 114 µM), for the others: top-dose activity change, negative = substrate turnover. 0.01% of 390,000 active; note: potency is the fitted concentration of half-maximal effect; % is set by controls: 0 for no effect and ±100 for the full control effect; nearly all actives have a fitted effect of over 50% in size
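Rat TrxR1, dispensed at 90 nM, was prereduced with 400 uM NADPH (final) for 5 min at ~22 deg C, then incubated with compound 15 min before 400 uM selenite. A first-read NADPH fluorescence drop versus no-compound background flagged substrates.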
USP1-UAF1 inh: inhibitors of human USP1/UAF1 deubiquitinase; 0.23% of 390,000 active; Potency, µM (series often up to 57.1 µM), for inactives: at the top dose activity change, negative = inhibition, hits mostly inhibitors; AID 743255; O94782; recombinant USP1/UAF1, Ub-Rhodamine cleavage fluorescence; note: potency is the fitted concentration of half-maximal effect; % is set by controls: 0 for no effect and ±100 for the full control effect; nearly all actives have a fitted effect of over 60% in size; inactives centre near -12
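Step one: compound is pinned into 1nM USP1/UAF1 in HEPES pH 7.8 buffer with TCEP. Step two: 15 min room-temperature incubation. Step three: Ub-Rho (150nM final) starts cleavage, tracked by fluorescence over six one-minute reads.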
Vif-APOBEC3F blk: inhibitors of Vif-A3F interaction. Potency, µM (series often up to 46.1 µM), without a hit: at the top dose activity, negative = active. 0.2% of 390,000 active. HeLa A3F-eYFP + Vif (tagged APOBEC3F with the HIV-1 protein that degrades it), YFP fluorescence increase; note: potency is the fitted concentration of half-maximal effect; % of control where 0% means no effect; nearly all actives have a fitted effect of over 65% in size
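Fluorescence increase (Ex 488/Em 500-530) after overnight compound treatment at 37 deg C flags inhibition of Vif-driven A3F-eYFP loss in stable HeLa A3F-eYFP/Vif cells seeded overnight beforehand.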
Vif-A3G inh: Vif-A3G binding inhibition; Q9HC16; HeLa A3G-eYFP + Vif (tagged APOBEC3G with the HIV-1 protein that degrades it), YFP fluorescence, overnight; Potency, µM (series often up to 46.1 µM), for inactives: at the highest dose activity, negative = active, usual class: inhibitors; 0.076% of 410,000 active; AID 602310;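 note: potency is the fitted concentration of half-maximal effect; % is set by controls: 0 for no effect and ±100 for the full control effect; nearly all actives have a fitted effect of over 60% in size; hits raise eYFP signal because A3G escapes Vif-driven loss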
Target sequence (Q9HC16 whole entry, looked up): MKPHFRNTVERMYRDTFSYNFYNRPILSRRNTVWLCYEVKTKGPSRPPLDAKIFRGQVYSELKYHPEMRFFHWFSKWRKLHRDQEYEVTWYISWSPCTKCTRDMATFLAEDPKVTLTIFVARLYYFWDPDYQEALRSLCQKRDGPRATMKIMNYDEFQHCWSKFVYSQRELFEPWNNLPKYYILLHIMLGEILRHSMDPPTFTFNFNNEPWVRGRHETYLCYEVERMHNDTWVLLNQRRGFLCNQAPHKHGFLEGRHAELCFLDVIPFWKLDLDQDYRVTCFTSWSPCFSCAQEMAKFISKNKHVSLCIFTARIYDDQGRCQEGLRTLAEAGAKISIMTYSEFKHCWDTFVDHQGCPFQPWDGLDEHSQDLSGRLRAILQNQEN
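HeLa cells stably expressing Vif and C-terminally eYFP-tagged A3G, seeded overnight at 37 deg C, then exposed to compound by pintool overnight at 37 deg C. Rise in yellow fluorescence (Ex 488/Em 500-530, Acumen) marks blocked Vif-driven A3G degradation.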
IDH1 R132H inh: blocks human mutant IDH1 R132H enzyme; O75874; IDH1-R132H enzyme, NADPH consumption, diaphorase/resazurin fluorescence; Potency, µM (titrated, usually from 76.6 µM), for inactives: at the highest dose activity change, negative = inhibition, usual class: inhibitors; 0.093% of 390,000 active; AID 602179; note: potency is the fitted concentration of half-maximal effect; % is set by controls: 0 for no effect and ±100 for the full control effect; nearly all actives have a fitted effect of over 65% in size
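IDH1-R132H (0.5 ug/mL dispensed) in pH 7.5 Tris buffer was preincubated 30 min with compound, then given a substrate mix of 0.016 mM NADPH and 2 mM alpha-KG for 80 min at room temperature; remaining NADPH was read by diaphorase/resazurin fluorescence.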
LDHA inh: LDHA (human) enzyme inhibition. purified LDHA, NADH/diaphorase-resazurin fluorescence; active compounds read low. activity change, % (values are at about 110 or 230 µM). 0.15% of 480,000 active. AID 1347041; in the data active = activity change below about -30%; inconclusive = mostly about -25% to -30%;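 note: plate controls were DMSO wells for no effect and wells without enzyme for full effect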
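Human LDH5 at 2 nM final in Tris HCl pH 7.4 with 0.06 mM NADH and 0.2 mM pyruvate, reacted 5 minutes at room temperature. Remaining NADH coupled via diaphorase/resazurin; resorufin fluorescence read at 0 and 20 minutes, normalized to enzyme-free and DMSO wells.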
PI4K2A inh: blocks human PI4K2A kinase activity | Q9BTU6 | AID 1346378 | 0.13% of 420,000 active | purified PI4K2A, ADP-Glo luminescence, 1 h; active compounds read low | activity change, negative = inhibition, % at 76.9 µM; in the data active = activity change below about -50%; inconclusive = mostly about -30% to -49%;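 note: -100% = wells without enzyme as full effect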
Target sequence (Q9BTU6 whole entry, looked up): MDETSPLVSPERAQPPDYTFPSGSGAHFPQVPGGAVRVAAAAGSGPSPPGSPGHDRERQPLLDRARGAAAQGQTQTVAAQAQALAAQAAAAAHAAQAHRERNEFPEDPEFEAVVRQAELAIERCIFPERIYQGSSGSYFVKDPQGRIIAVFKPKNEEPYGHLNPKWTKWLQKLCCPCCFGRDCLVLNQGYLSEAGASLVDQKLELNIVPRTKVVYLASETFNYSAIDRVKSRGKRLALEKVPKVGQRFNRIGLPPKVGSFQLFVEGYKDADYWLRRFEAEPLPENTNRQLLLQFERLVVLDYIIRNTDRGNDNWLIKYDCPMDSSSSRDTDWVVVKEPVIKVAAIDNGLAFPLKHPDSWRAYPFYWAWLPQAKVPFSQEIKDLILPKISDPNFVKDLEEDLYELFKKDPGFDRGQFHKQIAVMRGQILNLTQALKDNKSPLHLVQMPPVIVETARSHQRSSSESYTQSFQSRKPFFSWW
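In this quantitative HTS, ADP production by PI4K2A was quantified luminescently after 1 h at ambient temperature; 100 microM adenosine served as plate-quality control.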
RXFP1 agonist: activates the human relaxin receptor RXFP1; Q9HBX9; 0.3% of 370,000 active; HEK293T-RXFP1 cAMP TR-FRET, 30 min; response scale: percent of porcine relaxin response, buffer zero; Potency, µM (doses to about 57.5 µM), inactives show at the top dose activation, usual class: activators; note: potency is the fitted concentration of half-maximal effect; % is set by controls: 0 for no effect and ±100 for the full control effect; nearly all actives have a fitted effect of over 60% in size; many of its hits are not listed in these tables
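Agonist response is measured as cAMP accumulation in an RXFP1-transfected HEK293T line under PDE4 inhibition. Values are scaled between buffer-only and 29 nM porcine relaxin, and EC50s come from standard Hill equation fits.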
Glioma ERSR ind: induces the endoplasmic reticulum stress response in human glioma cells; 0.02% of 420,000 active; U87-MG GRP78 promoter luciferase reporter, 16 h; Potency, µM, for inactives: at the top dose activation, actives largely listed as activators; note: potency is the fitted concentration of half-maximal effect; series mostly up to about 76 µM; % of control where 0% means no effect; nearly all actives have a fitted effect of over 35% in size
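ERSR induction read as luciferase luminescence (Bright-Glo, 10 min at room temperature) in stably transfected human U87-MG glioma cells exposed to compounds for 16 h, using GRP78 as sensor.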
* = called active by the depositor; ? = inconclusive; / = not tested or not shown; & = joins results of further samples; [ ] = another dose, or the depositor's remark. Unless noted, calls come from the whole dose curve; as a rule, active = well fitted curve in the direction sought with a large enough effect; inconclusive = small, poorly fitted or top-dose-only effect, or another doubt; inactive = no such curve, though single readings can be large; an effect the other way counts as inactive or inconclusive. These rows are one share of the data, so the mix of outcomes need not match the whole.

SMILES | TrxR1 substrate | USP1-UAF1 inh | Vif-APOBEC3F blk | Vif-A3G inh | IDH1 R132H inh | LDHA inh | PI4K2A inh | RXFP1 agonist | Glioma ERSR ind
COc1ccc(C2/C=C\CN(C(=O)CC(C)C)CC(=O)N2Cc2ccc(F)cc2)cc1 (centres undefined) | 1%&6% | ? | 13% | 1%&1% | -4% | 0 | -3 | -4.8% | -5%&-4%
CSc1nc(N)nc(SCC(=O)C(C)(C)C)c1C#N | -12%[57.1 µM] | -26% | -3% | -1% | 10% | -4 | 12 | 3.0% | 8%
CCOC(=O)/C(C#N)=C\N(C)C | 2% | -20% | 3% | 0% | 3% | -4 | -1 | 0.2% | -4%
COc1ccc(OC)c(CN2CCN(c3ccccc3OC)CC2)c1 | -1% | -8% | -7% | -4% | 11% | -11 | 9 | 0.8% | -3%
CCCNc1nc2c(c(=O)n(C)c(=O)n2C)n1CCCc1ccccc1 | 3% | -19% | 2% | -1% | 7% | -4 | 3 | 3.6% | -3%
CCOc1ccc(C(=O)NC(C(=O)NCC(c2cccs2)N(C)C)C(C)C)cc1 (centres undefined) | 3% | -11% | -7% | 0% | -12% | -7 | 0 | -2.8% | -1%
CCc1ccc(-c2cc(C)no2)cc1S(=O)(=O)Nc1cc(C)on1 | -7% | -14% | 3% | -2% | 5% | -4 | 4 | -2.3% | -2%
O=C(O)CCNC(=O)CCCn1nnc2ccccc2c1=O | 0% | -17% | 1% | 0% | -2% | 1 | -1 | 1.8% | -1%
Cc1cccc(-n2ncc(C(=O)NCc3ccc4c(c3)OCO4)c2C2CCN(C(=O)OC(C)(C)C)CC2)c1 | 4% | 2% | 7% | 3% | -4% | 0 | 0 | -3.0% | -2%
O=C(c1ccccc1)N1CCN(Cc2ccccc2C(F)(F)F)CC1 | -9% | -13% | 11% | -1% | 12% | -12 | -1 | 4.2% | -6%
COc1ccc(Oc2nc(C(F)(F)F)nc3ccccc23)cc1 | 3%[57.1 µM] | -2% | -2% | -12% | 0% | -5 | 3 | 3.1% | -2%
COc1ccc(-c2noc(N3CCCC(C(=O)Nc4ccc(F)cc4F)C3)n2)cc1 (centres undefined) | 1%[57.1 µM] | -9% | 1% | 1% | -1% | 1 | 2 | 2.1% | 2%
CC(=O)Nc1cccc(C(=O)OCc2ccc(C(=O)Oc3ccc(Cl)cc3)cc2)c1 | -1% | 4% | 2% | 0% | -2% | 0 | 0 | 0.7% | -4%
COc1ccc(C2CC(=O)N(Cc3cccc(F)c3)c3ccccc3S2)cc1 (centres undefined) | -10% | -20% | -2% | 0% | 2% | 6 | 1 | 0.6% | -3%
CC(=O)Oc1c(C(=O)c2nnc(C)o2)c(=O)n(Cc2ccccc2)c2ccccc12 | 14% | -7% | 4% | -10% | 3% | 0 | 0 | -0.3% | -2%
O=C(Nc1ccc2[nH]c(=O)[nH]c2c1)C(F)(F)F | -13% | -5% | -2% | 4% | -10% | -1 | 0 | -0.3% | -6%
O=c1[nH]c(SCc2ccc(F)cc2Cl)nc2ccccc12 | 2% | -13% | -11% | -1% | 4% | -10 | 1 | 0.6% | -1%
C/C(=N\Nc1cc(-c2ccccc2)nc(-c2ccccc2)n1)c1ccc(O)c(C)c1 | 0% | -12% | 3% | -8% | 11% | -1 | 3 | 2.7% | 4%
Cc1ccccc1NC(=O)c1onc2c1CCCC2 | -8% | -19% | -11% | 4% | 13% | -7 | 7 | 5.1% | -3%
Cc1nnc(SCCn2c(N3CCC(C)CC3)nc3c2c(=O)[nH]c(=O)n3C)s1 | 9% | -8% | -14% | -1% | 0% | 3 | -3 | 0.0% | -4%
Cc1cccc(NC(=O)c2ccc3c(c2)C(=O)N(c2ccccc2C)C3=O)n1 | -4% | -7% | 6% | -3% | 9% | 6 | 5 | 0.0% | 1%
O=C(CNC1CCCCCC1)Nc1ccc(S(=O)(=O)NC2CC2)cc1 | -5% | ? | 5% | 1% | -2% | -1 | 0 | 0.5% | -2%
Cn1nc(C(=O)OCC(=O)Nc2sccc2C(N)=O)c2ccccc2c1=O | 3% | -8% | -16% | -6% | 2% | -2 | 17 | 6.6% | -1%
N#CNC(=Nc1ccc(F)cc1)SCc1ccccc1 | -1% | 1% | 2% | -1% | 4% | -3&-15 | -2 | -0.5% | -3%
CC(C(=O)NC(=O)NC1CCCCC1)N1CCN(C(c2ccccc2)c2ccccc2)CC1 (centres undefined) | -8% | -6% | -15% | -5% | 0% | 1 | -2 | -0.6% | -4%
Cc1ccc2c(c1)N(CC(=O)NCCc1ccc(Cl)cc1)C(=O)c1cccnc1O2 | -8%&-2% | ? | -9%&-5% | -3%&0% | -5%&-21% | -4&-7 | -8&-3 | 1.9%&2.1% | -1%&-3%
N/C(=N\OC(=O)c1ccc2c(c1)OCO2)c1cccc([N+](=O)[O-])c1 | -9%[57.1 µM] | -5% | 1% | 0% | 14% | 7 | 4 | 2.3% | 6%
CC(C)[C@H](NC(=O)c1ccco1)C(=O)OCC(=O)N1CCc2ccccc21 | -2% | -4% | -12% | -4% | -2% | -7 | 4 | -0.2% | 3%
Cn1c(=O)[nH]c(=O)c2c1nc(N1CCOCC1)n2CCN1CCOCC1 | 13%[57.1 µM] | -12% | 1% | 6% | 2% | -4 | 4 | -0.8% | -3%
CC(C)(C)c1ccc(Cn2ccc(-c3ccc4c(c3)OCO4)n2)cc1 | -9% | -25% | 4% | 0% | 5% | 0 | 2 | 1.4% | -1%
Cc1cc(-c2nnc(SCC(=O)Nc3ccc(C)c(C)c3)n2N)n[nH]1 | 3% | -28% | -3% | 0% | -8% | 0 | 1 | -3.5% | 0%
Cc1ccc(Cn2nnc(C(=O)Nc3cccc(C)c3C)c2N)cc1 | 3% | -15% | 8% | -1% | 5% | -2 | 0 | 1.9% | 1%
O=c1c(Sc2ccccc2)c(C(F)(F)F)[nH]n1-c1ccccc1 | 3% | -13% | -3% | -1% | 0% | 0 | -13 | 0.4% | -7%
CC(Sc1ncccn1)C(=O)N1CCc2ccccc21 (centres undefined) | -2% | -7% | -22% | -1% | 0% | -4 | -2 | 0.3% | -1%
CCOC(=O)C(/C(C)=N/NC(=O)C1CC1c1ccccc1)C(C)C (centres undefined) | 6% | -4% | -1% | -1% | 8% | -4 | 5 | 1.2% | -2%
O=C(CC(=O)N/N=C/c1ccc(F)cc1)N/N=C/c1ccc(F)cc1 | 0% | -11% | -1% | 1% | 7% | -4 | -5 | 1.8% | -1%
COc1ccc(-c2nn(CCC#N)cc2C=C(C#N)C#N)cc1 | -14% | -7% | 1% | 2% | -7% | -6 | 0 | 3.5% | 7%
Cc1ccc(S(=O)(=O)N2CCCN(C(=O)c3ccc(-n4nccc4C)cc3)CC2)cc1 | -3% | -4% | 5% | 5% | -5% | -5 | 1 | 0.1% | -2%
CCOC(=O)CSc1nc(=O)n2cccc(C)c2n1 | 6%[57.1 µM] | -10% | -1% | 1% | 7% | -2 | -2 | 29% | -2%
COc1cc(C2C3C(=O)N(c4ccccc4)C(=O)C3ON2c2ccccc2)ccc1O (centres undefined) | -5%[57.1 µM] | -6% | 1% | -4% | -3% | 7 | 5 | -0.1% | 7%
COc1cc(NC(=O)c2cc([N+](=O)[O-])ccc2NC(=O)CNC2CCCCC2C)cc(OC)c1 (centres undefined) | -6%[57.1 µM] | -24% | 1% | -4% | -4% | -3 | -2 | -0.4% | -1%
Cc1cc(C)cc(NC(=O)Oc2ccccc2N2CCCCC2)c1 | 4%[57.1 µM] | -17% | 5% | 0% | 10% | 6 | 3 | 9.5% | -12%
CCOC(=O)C1CCN(C(=O)CC(NS(=O)(=O)c2ccc(OC)cc2)C(C)C)CC1 (centres undefined) | 9%[57.1 µM] | -15% | 3% | -1% | 0% | -3 | 0 | -0.6% | -1%
COc1ccc(C(=O)CSc2nc(C(C)(C)C)nc3ccccc23)cc1 | -9% | -26% | 7% | 4% | 4% | 3 | 11 | 4.1% | -1%
Cc1cc(C)c[n+](C(C)C(=O)c2ccc(Cl)cc2)c1 (centres undefined) | -10% | 2% | 8% | -1% | 3% | -2 | -2 | 3.3% | -9%
COc1ccccc1NC(c1ccc(Cl)cc1)c1nnc(-c2cccc(F)c2)o1 (centres undefined) | 2% | ? | -8% | 0% | -1% | 0 | -1 | 2.4% | 3%
CC(=O)Nc1cc(-c2cccc(CO)c2)cn2c(-c3ccc(F)cc3)cnc12 | / | / | / | -1% | / | -5 | 2 | / | 2%
O=[N+]([O-])c1ccc(N/N=C/c2cn(-c3ccccc3)nc2-c2ccccc2)cc1 | 6%[57.1 µM] | -8% | -6% | -1% | -4% | -1 | -5 | 2.7% | -1%
Cn1nc(Oc2ncc(C(F)(F)F)cc2Cl)cc1C(F)(F)F | -2% | -9% | 12% | 0% | 6% | -9 | 2 | 4.1% | -2%
CN1CCCCc2c1nc1c(c2N)CCCC1 | 8% | -3% | -17% | 1% | 5% | -10 | 11 | 0.5% | 1%

Entries of single compounds, looked up by structure. Values in the order: TrxR1 substrate, USP1-UAF1 inh, Vif-APOBEC3F blk, Vif-A3G inh, IDH1 R132H inh, LDHA inh, PI4K2A inh, RXFP1 agonist, Glioma ERSR ind
Cn1c(=O)[nH]c(=O)c2c1nc(N1CCOCC1)n2CCN1CCOCC1 reads 13%[57.1 µM], -12%, 1%, 6%, 2%, -4, 4, -0.8%, -3%
O=C(Nc1ccc2[nH]c(=O)[nH]c2c1)C(F)(F)F reads -13%, -5%, -2%, 4%, -10%, -1, 0, -0.3%, -6%
